bovine MsrA act – bovine methionine sulfoxide reductase A activation; purified bovine MsrA, absorbance read-out; activation, % at 10.6 µM; 360,000 tested, 0.3% active; in the data active = activation above about 7.5%;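 note: 0% = vehicle and 100% = reference activator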
MsrA inh – bovine MsrA inhibition; purified bovine MsrA, absorbance read-out; inhibition, % at 15.5 µM; 360,000 tested, 0.75% active; AID 651718; in the data active = inhibition above about 4.5%;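 note: 0% = vehicle wells with enzyme and 100% = reference inhibitor wells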
FAS TE block – inhibitors of human fatty acid synthase thioesterase domain; recombinant FAS-TE, OMFH fluorogenic substrate, fluorescence endpoint; inhibition, % at 15 µM; AID 602261; 360,000 tested, 0.67% active;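 active = compounds whose normalised, plate-corrected inhibition of enzyme fluorescence in the single-dose primary screen is 50% or more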;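 note: 0% = DMSO with enzyme and 100% = substrate without enzyme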
Tb MetRS inh – Trypanosoma brucei MetRS inhibition; purified T. brucei MetRS, ATP depletion, Kinase-Glo luminescence; inhibition, % at 11.9 µM; 360,000 tested, 0.4% active;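 active = inhibition above a per-plate cutoff of the control wells' mean inhibition plus 3 SD, cut at about 5.5% in these data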;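 note: 0% = DMSO wells median and 100% = median of wells with control inhibitor compound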
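Dosing: 11.9 µM compound single dose, 0.9% DMSO; Assay system: purified T. brucei MetRS enzyme; Measured by: Kinase-Glo luciferase luminescence reporting remaining unconsumed ATP; Schedule: 15 min plus 2 h at 25 °C.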
E coli Lon inh – E. coli protease La inhibition; P0A9M0; purified E. coli Lon protease, fluorescence polarization; inhibition, % at 7.94 µM; 360,000 tested, 0.42% active; AID 602123; in the data active = inhibition above about 13%, passing the limit was not always enough;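 note: 0% = enzyme with probe and DMSO and 100% = no enzyme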
MLLE-PAM2 inh – inhibitors of microRNA-mediated deadenylation, human PABP1 MLLE binding | P11940 | GST-MLLE / FITC-PAM2 fluorescence polarization | inhibition, % at 20 µM | 360,000 tested, 0.36% active; in the data active = inhibition above about 35%, passing the limit was not always enough;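 note: plate controls were DMSO wells with GST-MLLE for no effect and wells lacking GST-MLLE protein for full effect; some results filed as inactive read as strong as hits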
CendR NRP1 mod – alters CendR peptide binding to human NRP-1. O14786. FAM-RPARPAR peptide binding to NRP-1, fluorescence polarization. inhibition, % at 25 µM. 360,000 tested, 0.85% active. AID 602438;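 active = inhibition or corrected inhibition above about 18%, plus a signal ratio from 0.5 to 1.5, limit read from the data, passing the limit was not always enough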; note: strong numbers were not always called active
Target sequence (O14786 whole entry, looked up): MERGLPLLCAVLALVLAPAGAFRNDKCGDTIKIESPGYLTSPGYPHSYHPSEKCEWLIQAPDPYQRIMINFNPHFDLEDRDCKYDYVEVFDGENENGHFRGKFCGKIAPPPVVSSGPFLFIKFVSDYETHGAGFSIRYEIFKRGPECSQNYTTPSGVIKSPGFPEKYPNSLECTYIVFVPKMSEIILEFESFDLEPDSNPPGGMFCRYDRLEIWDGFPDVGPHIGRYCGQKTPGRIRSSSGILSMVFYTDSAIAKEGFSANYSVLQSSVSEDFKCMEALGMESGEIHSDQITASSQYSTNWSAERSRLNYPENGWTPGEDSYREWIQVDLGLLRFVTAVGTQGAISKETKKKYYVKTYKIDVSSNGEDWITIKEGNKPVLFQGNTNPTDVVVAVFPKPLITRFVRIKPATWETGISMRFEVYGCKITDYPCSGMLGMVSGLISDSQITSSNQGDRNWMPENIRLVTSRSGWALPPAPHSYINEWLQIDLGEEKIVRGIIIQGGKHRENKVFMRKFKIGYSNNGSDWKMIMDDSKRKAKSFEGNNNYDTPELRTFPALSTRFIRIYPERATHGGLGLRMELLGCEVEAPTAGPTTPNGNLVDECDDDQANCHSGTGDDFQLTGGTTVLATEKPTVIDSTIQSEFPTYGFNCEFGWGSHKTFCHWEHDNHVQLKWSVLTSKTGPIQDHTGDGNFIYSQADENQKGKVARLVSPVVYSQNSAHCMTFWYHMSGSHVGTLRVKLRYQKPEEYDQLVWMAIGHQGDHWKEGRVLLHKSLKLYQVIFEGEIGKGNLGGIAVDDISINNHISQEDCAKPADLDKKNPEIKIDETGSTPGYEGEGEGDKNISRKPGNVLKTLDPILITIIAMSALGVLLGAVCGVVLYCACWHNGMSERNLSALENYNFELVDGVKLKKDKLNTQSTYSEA
SKN-1 block – C. elegans SKN-1 inhibition | AID 624304 | inhibition, % at 21.8 µM | C. elegans VP596 Pgst-4::GFP/RFP ratio, acrylamide-induced, 24 h | 360,000 tested, 0.49% active;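 active = interference check ratio from 0.5 to 1.5 plus GFP to RFP signal ratio inhibition reaching or exceeding a fixed threshold, cut at about 30% in these data, passing the limit was not always enough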; note: some compounds called inactive have numbers as strong as hits
MT1-MMP act inh – MT1-MMP (human) activation inhibition; GFP/RFP ratio change, % at 20 µM; 360,000 tested, 0.061% active; P50281; HT1080 RFP-PRO-GFP cells, GFP/RFP ratio fluorescence, overnight; percent of plate control window, DMSO zero;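 active = GFP/RFP ratio change of at least 30% with cell ATP level not reduced by more than half and red fluorescence within 50% of control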; note: strong numbers were not always called active
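system = RFP-PRO-GFP reporter HT1080 cells | dosing = 20 µM single dose, 1% DMSO | timing = overnight cell settling, then overnight compound exposure, 37 °C, 5% CO2 | read-out basis = GFP/RFP fluorescence ratio | controls = DMSO and RFP-L50D-GFP cell wells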
The depositor's hits bear a star. Rows are unselected; 4% or so of the library scored in one or more.

SMILES | bovine MsrA act | MsrA inh | FAS TE block | Tb MetRS inh | E coli Lon inh | MLLE-PAM2 inh | CendR NRP1 mod | SKN-1 block | MT1-MMP act inh
CCOC(=O)C(=NC1CCCCC1)NNc1cccc(C(F)(F)F)c1 | -5 | 0.1 | 22 | 0.1 | -4 | 17 | 11 | 7 | -1
CCOC(=O)C1=CCC(c2ccc(Cl)cc2)N(S(=O)(=O)c2ccc(C)cc2)C1 (stereo not given) | -8 | 1.0 | 19 | -1.4 | 11 | -4 | 6 | 6 | -3
O=C(Cn1c(C(F)(F)F)nc2ccccc21)N1CCCC1 | -3 | 0.9 | 1 | -0.2 | 3 | 13 | 10 | 11 | -8
O=C1CCCN2N=C(SCC(=O)Nc3nc4ccccc4s3)SC2=N1 | -4 | -0.1 | 2 | -0.7 | -6 | 11 | -1 | 0 | 3
O=C(NCCCN1CCOCC1)c1cc(-c2cccc(O)c2)on1 | -4 | 0.6 | -7 | -0.4 | -13 | -10 | -2 | 10 | 0
COC(=O)c1cc(NC(=O)c2cc(-c3ccc(C(F)(F)F)cc3)oc2C(F)(F)F)ccc1N1CCOCC1 | -1 | -0.3 | 28 | 0.1 | 0 | -3 | -6 | 1 | -3
O=S(=O)(NCCN1CCOCC1)c1ccc2ccccc2c1 | -7 | -1.0 | -6 | -0.5 | 0 | -12 | 4 | 7 | 7
Cc1ccc(C(=O)Nc2ncccc2C)o1 | -6 | -0.9 | -7 | -0.6 | -15 | 6 | 4 | 1 | 2
CCOc1cc(N2CCOCC2)c(OCC)cc1NC(=O)COc1ccccc1[N+](=O)[O-] | 0 | -0.6 | 1 | -0.1 | -8 | -5 | 7 | 10 | 4
Cc1ccc(OCCOc2ccc(S(=O)(=O)N3CCCC3)cc2C(N)=O)cc1 | -7 | 0.0 | -7 | -0.3 | 1 | -6 | 12 | 2 | 3
CC(Oc1cc(-c2ccccc2)cc2ccccc12)C(=O)N1CCOCC1 (stereo not given) | -3 | -1.5 | 15 | -0.5 | 14 | -4 | 4 | 6 | -10
Cc1cc(C)nc(SCC(=O)Nc2ncc3c(n2)CCCC3=O)n1 | 7 | 0.2 | -5 | -0.6 | -3 | -1 | 12 | 1 | 1
CC(C)NC(=O)C1CCN(S(=O)(=O)c2ccc(N3CCCC3=O)cc2)CC1 | -5 | -1.7 | -3 | -0.9 | 1 | 9 | 20 | 9 | 1
COc1ccc(CCC(=O)NNC(=O)c2ccc(F)cc2)cc1 | -1 | -0.8 | -3 | -0.4 | 4 | -5 | 4 | 4 | 3
Cc1cccc(Cn2c(O)c(N=NC(=S)Nc3ccccc3F)c3ccccc32)c1 | -2 | 0.5 | 25 | 0.3 | -5 | 27 | -2 | -6 | 8
c1ccc(C(c2ccccn2)c2ccccn2)cc1 | 2 | -1.1 | -4 | -0.9 | -11 | 1 | -3 | -8 | 4
C/C(=N\O)C(=O)NCCCNCCCN(C)C | -2 | -0.1 | -6 | -1.0 | -12 | -1 | 1 | -9 | -9
Cc1ccc([C@@H]2CC(=O)[C@@H]3CN(S(=O)(=O)c4ccc(C)cc4)[C@H](c4ccccc4)C[C@@H]3N2S(=O)(=O)c2ccc(C)cc2)cc1 | 1 | -0.8 | 24 | -0.3 | -1 | -6 | 2 | 9 | -2
O=C(c1ccc(S(=O)(=O)N2CCCCC2)cc1)N1CCN(CCN2C(=O)c3cccc4cccc(c34)C2=O)CC1 | -3 | -0.8 | 24 | -0.2 | 5 | -1 | 13 | 4 | -3
CC(=O)NCC(=O)NC(C(=O)Nc1ccc2c(c1)OCCO2)c1ccccc1 (stereo not given) | -3 | -1.0 | -8 | -0.3 | -2 | 0 | -1 | 2 | 0

Shown field by field: entries from further up
COc1ccc(CCC(=O)NNC(=O)c2ccc(F)cc2)cc1
- bovine MsrA act: -1
- MsrA inh: -0.8
- FAS TE block: -3
- Tb MetRS inh: -0.4
- E coli Lon inh: 4
- MLLE-PAM2 inh: -5
- CendR NRP1 mod: 4
- SKN-1 block: 4
- MT1-MMP act inh: 3
Cc1ccc([C@@H]2CC(=O)[C@@H]3CN(S(=O)(=O)c4ccc(C)cc4)[C@H](c4ccccc4)C[C@@H]3N2S(=O)(=O)c2ccc(C)cc2)cc1
- bovine MsrA act: 1
- MsrA inh: -0.8
- FAS TE block: 24
- Tb MetRS inh: -0.3
- E coli Lon inh: -1
- MLLE-PAM2 inh: -6
- CendR NRP1 mod: 2
- SKN-1 block: 9
- MT1-MMP act inh: -2
Cc1ccc(C(=O)Nc2ncccc2C)o1
- bovine MsrA act: -6
- MsrA inh: -0.9
- FAS TE block: -7
- Tb MetRS inh: -0.6
- E coli Lon inh: -15
- MLLE-PAM2 inh: 6
- CendR NRP1 mod: 4
- SKN-1 block: 1
- MT1-MMP act inh: 2
CC(Oc1cc(-c2ccccc2)cc2ccccc12)C(=O)N1CCOCC1 (stereo not given)
- bovine MsrA act: -3
- MsrA inh: -1.5
- FAS TE block: 15
- Tb MetRS inh: -0.5
- E coli Lon inh: 14
- MLLE-PAM2 inh: -4
- CendR NRP1 mod: 4
- SKN-1 block: 6
- MT1-MMP act inh: -10

Next results:
SMILES | bovine MsrA act | MsrA inh | FAS TE block | Tb MetRS inh | E coli Lon inh | MLLE-PAM2 inh | CendR NRP1 mod | SKN-1 block | MT1-MMP act inh
C=CCc1cccc(/C=N/NC(=O)c2ccc3nc[nH]c3c2)c1O | -1 | 1.2 | 13 | 0.5 | -34 | 8 | 7 | 9 | -6
Cc1cc(-c2cc(-c3ccccc3)on2)nc(NC2CCCC2)n1 | -3 | -0.2 | 21 | -0.3 | -8 | 9 | 4 | 25 | -2
Cc1cccnc1CC(C)NC(=O)c1cc(COc2cncc(Cl)c2)on1 (stereo not given) | -4 | -0.3 | -7 | -0.9 | -3 | -1 | 1 | 3 | -3
c1ccc(-c2nnc(-c3ccncc3)o2)cc1 | -3 | 0.6 | -7 | 0.3 | -4 | -9 | -1 | 15 | -3
COc1ccc(OCc2nnnn2-c2ccccc2)cc1 | -3 | 0.7 | -2 | -0.5 | -7 | -8 | -8 | 2 | 1
C=C1CCN(c2ccc(C(=O)NCc3ccccc3)cc2[N+](=O)[O-])CC1 | -2 | -0.3 | 14 | -0.3 | -3 | -6 | -8 | 17 | 2
O=C1COc2ccc(S(=O)(=O)CCC(=O)N3CCN(c4cccc(Cl)c4)CC3)cc2N1 | -5 | 0.6 | -5 | -0.3 | -6 | -8 | 4 | -6 | 4
COc1ccc(CNC(=S)N/N=C(/C)c2ccccc2)cc1 | 1 | -0.1 | 30 | -0.5 | 15 | 21 | 11 | 14 | 2
CN(C)CCCNC(=O)c1ccc(-c2ccccc2)cc1 | -4 | -0.5 | -7 | -1.3 | -1 | -8 | 3 | -18 | -1
O=C(COC(=O)c1ccc(Br)cc1)NCCC1=CCCCC1 | 1 | 0.5 | 4 | 0.0 | 4 | -2 | 13 | -1 | 0
COc1ccc(C(=O)NNC(=O)c2ccncc2)cc1[N+](=O)[O-] | -6 | 1.1 | -6 | 0.0 | 7 | 4 | 2 | -20 | -2
O=S(=O)(N1CCOCC1)n1c(Cc2ccccc2)nc2ccccc21 | -2 | -0.7 | 6 | -0.4 | -2 | -15 | -1 | 12 | -1
CN(CC(=O)Nc1sccc1C#N)Cc1ccccc1 | -2 | -0.2 | -5 | -0.4 | -4 | -4 | -14 | 1 | -4
CC(NC(N)=O)C(=O)OCc1ccc(Cl)cc1Cl (stereo not given) | -4 | 0.4 | 4 | 1.1 | -8 | -9 | 1 | 14 | -2
CCOc1ccc(C(=O)Nc2ccccc2OC(F)F)cc1 | -4 | -0.9 | -5 | -0.4 | 4 | 2 | 5 | -3 | -2
COCc1cc(C)nc(OCC(=O)N/N=C/c2ccccc2)c1C#N | 0 | -0.7 | 3 | -0.4 | -1 | 3 | 0 | -3 | 3
N=c1n(CCN2CCCCC2)c2ccccc2n1CC(=O)c1ccc(Cl)c(Cl)c1 | -6 | 3.4 | 37 | -1.0 | 4 | 6 | 8 | -1 | -2
COc1ccc2c(=O)c(N3C(=O)c4ccccc4C3=O)c(C)oc2c1 | -8 | -1.2 | -6 | -0.9 | -3 | 3 | 2 | -2 | 2
CC(=O)c1cccc(NC(=O)CCCSc2ccccc2)c1 | -5 | -0.3 | 10 | -0.4 | 10 | -7 | -2 | -8 | 3
O=C1c2ccccc2C(Nc2ccc3c(c2)OCCO3)N1Cc1ccc2c(c1)OCO2 (stereo not given) | -12 | -0.3 | 13 | -0.5 | 3 | -1 | -7 | 4 | 0
COc1ccc2nc(SCC(=O)NCc3ccc4c(c3)OCO4)[nH]c2c1 | -6 | -0.5 | -1 | 5.3 | 1 | -32 | -2 | 6 | 3
CC1=C(C(=O)NCc2ccccn2)C2(CCC(C)CC2)OC1=O (stereo not given) | -3 | -0.9 | -10 | -0.7 | -8 | -9 | 5 | -16 | 4
Cc1cccc(NC(=O)C2CCN(C(=O)N3CCOc4ccccc43)CC2)c1C | -3 | 0.2 | -2 | -0.1 | -11 | 13 | 7 | 9 | 3
O=C(OCC(=O)N(c1ccccc1)C1CCCCC1)c1ccc(CO)cc1 | 1 | 0.4 | 4 | 0.3 | -5 | -4 | 5 | 3 | -3
CC(C)Oc1ccc(C(=O)O)c(C(=O)O)c1 | -3 | 1.9 | -7 | -0.2 | -8 | -3 | 11 | 12 | -1
Cc1nc2ccc(NC(=O)N3CCOCC3)cc2s1 | -2 | 2.0 | -3 | 0.1 | -5 | 9 | 10 | 0 | -5
CCN(CC)S(=O)(=O)c1cccc(C(=O)NCC(=O)OCC(=O)NCc2ccccc2)c1 | -1 | 0.2 | -3 | 0.4 | -1 | -8 | 0 | -14 | 1
COC(=O)C1=CO[C@@H](O[C@@H]2O[C@H](CO)[C@@H](O)[C@H](O)[C@H]2O)C2C1C=C[C@@]2(O)CO (stereo not given in full) | -9 | 1.4 | -9 | -0.5 | 0 | -23 | -2 | 11 | -4
CCN(CC#CCC(O)(c1ccccc1)C1CCCC1)C(C)C (stereo not given) | -4 | -0.1 | -8 | -0.3 | -1 | 12 | 9 | -4 | -1
CCc1ccccc1NC(=O)CCN1C(=O)C2CC=CCC2C1=O (stereo not given) | -3 | 1.2 | -1 | -0.5 | 2 | -1 | 11 | 4 | -2
O/N=C1/CCCCC1c1ccccn1 (stereo not given) | -3 | -0.4 | -4 | -0.6 | 7 | 16 | -17 | 7 | -5
O=C(CN1C(=O)C(=O)c2ccccc21)c1ccc(Cl)cc1 | -1 | -0.5 | 2 | -1.0 | 4 | -8 | -2 | 31 | -1
CC1CCN(C(=O)c2ccccc2NC(=O)c2cccs2)CC1 | -1 | -1.2 | -4 | -0.2 | 3 | -2 | 3 | 17 | -3

From PubChem BioAssay
